MC4R ag barr: activates human MC4R beta-arrestin recruitment; P32245; U2OS MC4R beta-arrestin complementation, luminescence; percent of melanotan II response, DMSO zero; activation, % at 8.9 µM; 360,000 tested, 0.98% active;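 active = activation above a per-plate cutoff, the mean activation of sample wells on that plate plus 3 SD, cut at about 8% in these data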
Target sequence (P32245 whole entry, looked up): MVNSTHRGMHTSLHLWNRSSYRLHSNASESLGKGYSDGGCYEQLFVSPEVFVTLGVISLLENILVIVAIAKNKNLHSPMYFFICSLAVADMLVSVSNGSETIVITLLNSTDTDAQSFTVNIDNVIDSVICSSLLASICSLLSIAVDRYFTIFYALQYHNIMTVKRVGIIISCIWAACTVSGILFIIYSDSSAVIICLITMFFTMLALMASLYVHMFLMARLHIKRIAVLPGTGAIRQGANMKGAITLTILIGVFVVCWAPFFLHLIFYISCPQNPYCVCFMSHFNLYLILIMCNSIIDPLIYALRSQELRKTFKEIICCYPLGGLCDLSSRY
ABHD5-PLIN5 inh: blocks binding of human ABHD5 to perilipin-5; Split G. princeps luciferase complementation, luminescence, 4 h; inhibition, % at 4 µM; 360,000 tested, 0.78% active; AID 602281;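 active = inhibition above the mean inhibition across every tested compound plus 3 SD, cut at about 22% in these data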;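 note: 0% = DMSO only wells and the 100% control is not disclosed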
ABCB6 inh 2: blocks the human ABCB6 transporter; fluorescence ratio to DMSO, % at 10 µM; K562-ABCB6 porphyrin accumulation, flow cytometry, 1 h; hits give low values; 360,000 tested, 0.19% active;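 active = fluorescence ratio to DMSO below 75%, the collection mean minus 3 SD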;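 note: signal is porphyrin accumulated inside mitochondria; 100% equals median channel fluorescence of DMSO control wells; lower ratio means ABCB6 inhibition with less porphyrin fluorescence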
H9c2 protect: myocardial damage modulation in H9c2 cells; AID 588492; H9c2 cardiomyocytes, H2O2 injury protection, ATPLite, 2 h; protection from H2O2 cell death, % at 20 µM; 360,000 tested, 0.63% active;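 active = compounds giving at least 50% protection of heart cells from peroxide-induced death in the single-dose screen, raw or plate-pattern-corrected value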;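 note: 0% = DMSO wells with peroxide and 100% = DMSO wells without peroxide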
CaV13 FRET inh: Disruptors of the CACNA1D IQ motif to Ca2+-dependent inactivation inhibitor domain association, primary screening, Förster resonance energy transfer in intact living …. 340,000 tested, 0.098% active. HEK cells, CFP/YFP FRET ICDI-IQ, plate reader, 10 min; percent FRET-ratio fall versus neutral wells. inhibition, % at 12.3 µM. AID 743397;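 active = mean replicate inhibition of at least 30% and at least 1% of replicates passing that level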;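 note: 0% = median of the neutral control wells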
MC4R antagonist: blocks human MC4R cAMP signaling; MC4R-expressing cells, MTII-stimulated cAMP, LANCE TR-FRET; inhibition, % at 6.5 µM; 360,000 tested, 0.48% active;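 active = inhibition above its plate's cutoff, the mean of tested wells on that plate plus 3 SD, cut at about 29% in these data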;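 note: 0% = Melanotan II alone and 100% = Melanotan II plus saturating MCL0020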
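System – human MC4R-expressing U2OS cells · Also added – Melanotan II · Dosing – one concentration, 6.5 µM nominal · Timing – 30-min compound, 1-h challenge, 1-h detection, room temperature · Measured by – Eu-cAMP/anti-cAMP TR-FRET, emission 671 nm · Replicates – singlicate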
PDI inh: blocks human protein disulfide isomerase activity; P07237; inhibition, % at 10 µM; PDI insulin aggregation turbidity, A650, 90 min; 350,000 tested, 0.052% active;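 active = mean inhibition across replicates of 30% or more, whatever share of single replicates reach that level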;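 note: absorbance from insulin aggregation driven by PDI reduction with DTT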
HTR2A ag: mouse HTR2A agonism via beta-arrestin recruitment. P35363. CHO-K1 mHTR2A beta-arrestin complementation, luminescence; percent of 30 µM serotonin response. activation, % at 7.6 µM. 360,000 tested, 0.66% active. AID 624169;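 active = activation above a run cutoff, the mean activation of all tested compounds plus 3 SD, cut at about 14% in these data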;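 note: 0% = plate median of compound wells and 100% = 30 µM serotonin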
N-glyco inh: blocks N-linked glycosylation in D54 reporter cells | D54 ERlucT glycosylation luciferase reporter, 24 h; percent of 100 nM tunicamycin response | reporter increase, % at 12.5 µM | 360,000 tested, 0.23% active | AID 588692;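 active = mean luciferase reporter signal, scaled so untreated is 0 and the glycosylation-blocking control 100, at or above a set limit in every replicate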;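 note: luciferase carries N-glycosylation sites so blocking glycosylation raises the light; 0% = median of neutral control wells and 100% = median of 100 nM tunicamycin wells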
Exocytosis inh: lytic granule exocytosis inhibition; TALL-104 LAMP-1 surface exposure, flow cytometry; cells stimulated with thapsigargin and PMA; inhibition, % at 10 µM; 360,000 tested, 0.66% active;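 active = inhibition above about 55%, limit read from the data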
* marks the source's active call; other numbers are inactive results; nt = not tested or not shown. Not a hit list; about 4.2% have a hit in one of these screens.

SMILES	MC4R ag barr	ABHD5-PLIN5 inh	ABCB6 inh 2	H9c2 protect	CaV13 FRET inh	MC4R antagonist	PDI inh	HTR2A ag	N-glyco inh	Exocytosis inh
CCOC(=O)/C=c1\s/c(=C\c2c(OC)ccc3ccccc23)c(=O)n1CC(=O)NCC1CCCO1 (centres undefined)	-1.3	10	101	17	-16	-25	6	-1	13	7
CC(NC(=O)CSc1cccc(C(F)(F)F)c1)c1ccccc1 (centres undefined)	0.7	-10	92	-2	4	6	-1	-6	0	-6
Cc1cc2nc(C(C)(C)C)c(Cc3cccc(F)c3)n2c(C)c1Br	nt	-11	96	-8	-9	nt	nt	0	0	-2
O=C1CC(Nc2ccc(N3CCOCC3)cc2)C(=O)N1c1ccccc1 (centres undefined)	-0.5	0	103	0	nt	7	-1	2	3	-2
CN(C)c1ccc(C=NNc2ccccn2)c(Cl)c1	0.8	-2	92	-5	-8	-1	8	-1	-2	-1
CCc1nnc(NC(=O)C2CCC2)s1	-0.3	0	90	1	-5	0	-5	3	3	-1
C=CCn1c(SCC(=O)N2CCOCC2)nnc1C(C)NC(=O)c1ccccc1 (centres undefined)	-1.3	4	97	0	nt	0	2	3	1	-3
Cc1ccc(N(CC(=O)NC(C)(C)C)C(=O)CS(=O)CC(=O)Nc2ccc(F)cc2)cc1 (centres undefined)	-1.6	-5	106	1	-2	25	1	1	3	-4
COc1ccc(-n2c(CN3CCN(c4ccccc4)CC3)nc3ccc([N+](=O)[O-])cc3c2=O)c(OC)c1	-0.8	-8	101	-5	-20	25	-4	1	0	-3
Cc1ccc(N=Cc2ccc(N(C)C)cc2)cc1	-0.5	0	98	-13	-2	-6	-5	-1	1	2
COc1ccc(C(NC(C)=O)c2c(O)ccc3ccccc23)cc1OC (centres undefined)	-0.2	6	97	-2	-17	13	2	1	4	-6
CC(C)C(C(=O)NC1=NCCS1)c1ccc(Cl)cc1 (centres undefined)	-1.7	8	85	-6	-6	-3	-3	-1	-1	-1
CCCC(C(=O)NC1CCCC1)N(CCCN1CCOCC1)C(=O)c1snc(C(N)=O)c1N (centres undefined)	-3.0	4	103	0	-7	16	-1	-1	2	5
COC(=O)c1cccc(NC(=O)C2COc3ccccc3O2)c1 (centres undefined)	0.8	7	97	4	-2	2	7	4	1	-1
Cc1ccc(-c2nnn(CC(=O)N(c3cccc(F)c3)C(C(=O)NC3CCCC3)c3ccncc3)n2)o1 (centres undefined)	0.0	3	98	-2	-4	0	-2	2	0	-2
O=C1C2C3C=CC(C3)C2C(=O)N1c1ccc2ccccc2n1 (centres undefined)	0.5	-4	99	-3	-5	2	22	-5	0	0
O=C1c2ccccc2C(=O)N1CCCCCCN1C(=O)c2ccccc2C1=O	-0.5	1	99	8	-4	2	7	2	-1	4
COc1ccc(C2(C)NC(=O)N(CC(=O)Nc3ccc(-c4nc5ccc(C)cc5s4)cc3)C2=O)cc1 (centres undefined)	0.1	6	96	2	5	-4	-1	11	-3	1
CC(=O)Nc1ccc(C(=O)N2CCCc3ccccc32)cc1	1.5	-4	99	0	-5	-4	6	7	-1	-7
CC(=O)N1CCN(C(=O)CNc2cc(C(F)(F)F)ccc2OCC(F)(F)F)CC1	0.0	-6	93	-2	nt	12	1	5	2	1
CC(C)Oc1ccc(C(=O)NC(C)(C)CO)cc1	-1.3	2	89	6	-3	6	16	-1	0	-3

Another view of some results above.
| SMILES | MC4R ag barr | ABHD5-PLIN5 inh | ABCB6 inh 2 | H9c2 protect | CaV13 FRET inh | MC4R antagonist | PDI inh | HTR2A ag | N-glyco inh | Exocytosis inh |
| --- | --- | --- | --- | --- | --- | --- | --- | --- | --- | --- |
| C=CCn1c(SCC(=O)N2CCOCC2)nnc1C(C)NC(=O)c1ccccc1 (centres undefined) | -1.3 | 4 | 97 | 0 | nt | 0 | 2 | 3 | 1 | -3 |
| Cc1ccc(N(CC(=O)NC(C)(C)C)C(=O)CS(=O)CC(=O)Nc2ccc(F)cc2)cc1 (centres undefined) | -1.6 | -5 | 106 | 1 | -2 | 25 | 1 | 1 | 3 | -4 |
| COc1ccc(-n2c(CN3CCN(c4ccccc4)CC3)nc3ccc([N+](=O)[O-])cc3c2=O)c(OC)c1 | -0.8 | -8 | 101 | -5 | -20 | 25 | -4 | 1 | 0 | -3 |
| Cc1ccc(N=Cc2ccc(N(C)C)cc2)cc1 | -0.5 | 0 | 98 | -13 | -2 | -6 | -5 | -1 | 1 | 2 |
| COc1ccc(C(NC(C)=O)c2c(O)ccc3ccccc23)cc1OC (centres undefined) | -0.2 | 6 | 97 | -2 | -17 | 13 | 2 | 1 | 4 | -6 |
| CC(C)C(C(=O)NC1=NCCS1)c1ccc(Cl)cc1 (centres undefined) | -1.7 | 8 | 85 | -6 | -6 | -3 | -3 | -1 | -1 | -1 |
| CCCC(C(=O)NC1CCCC1)N(CCCN1CCOCC1)C(=O)c1snc(C(N)=O)c1N (centres undefined) | -3.0 | 4 | 103 | 0 | -7 | 16 | -1 | -1 | 2 | 5 |
| COC(=O)c1cccc(NC(=O)C2COc3ccccc3O2)c1 (centres undefined) | 0.8 | 7 | 97 | 4 | -2 | 2 | 7 | 4 | 1 | -1 |
| Cc1ccc(-c2nnn(CC(=O)N(c3cccc(F)c3)C(C(=O)NC3CCCC3)c3ccncc3)n2)o1 (centres undefined) | 0.0 | 3 | 98 | -2 | -4 | 0 | -2 | 2 | 0 | -2 |
| O=C1C2C3C=CC(C3)C2C(=O)N1c1ccc2ccccc2n1 (centres undefined) | 0.5 | -4 | 99 | -3 | -5 | 2 | 22 | -5 | 0 | 0 |
| O=C1c2ccccc2C(=O)N1CCCCCCN1C(=O)c2ccccc2C1=O | -0.5 | 1 | 99 | 8 | -4 | 2 | 7 | 2 | -1 | 4 |
| COc1ccc(C2(C)NC(=O)N(CC(=O)Nc3ccc(-c4nc5ccc(C)cc5s4)cc3)C2=O)cc1 (centres undefined) | 0.1 | 6 | 96 | 2 | 5 | -4 | -1 | 11 | -3 | 1 |
